Screening data from PubChem.
NPSR antagonist = neuropeptide S receptor (human) antagonism, cAMP; Q6W5P4; CHO-NPSR cells, cAMP TR-FRET, antagonist mode; Potency, µM (series often up to 38.3 µM), without a hit: top-dose activity change, negative = inhibition, most hits filed as inhibitors; actives 1% (n = 220,000); AID 1461; note: potency is the fitted concentration of half-maximal effect; % is set by controls: 0 for no effect and ±100 for the full control effect; nearly all actives have a fitted effect of over 50% in size; many of its hits are not listed in these tables
Target sequence (Q6W5P4 whole entry, looked up): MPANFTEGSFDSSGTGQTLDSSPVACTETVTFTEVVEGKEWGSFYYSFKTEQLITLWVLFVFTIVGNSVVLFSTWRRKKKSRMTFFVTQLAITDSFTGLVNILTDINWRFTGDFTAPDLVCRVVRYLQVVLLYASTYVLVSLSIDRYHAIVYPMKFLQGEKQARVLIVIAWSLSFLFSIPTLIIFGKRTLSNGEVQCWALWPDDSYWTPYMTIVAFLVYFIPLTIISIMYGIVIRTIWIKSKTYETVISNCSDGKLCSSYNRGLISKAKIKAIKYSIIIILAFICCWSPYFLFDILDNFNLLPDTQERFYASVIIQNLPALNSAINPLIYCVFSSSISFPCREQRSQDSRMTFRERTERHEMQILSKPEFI
Lamin A splicing = changes lamin A minigene splicing in HeLa cells; actives 0.01% (n = 200,000); HeLa LMNA splicing GFP/RFP minigene ratio, 48 h; Potency, µM (titrated, usually from 46.1 µM), for inactives: top-dose ratio change, negative = inhibition, hits mostly inhibitors; active = well fitted inhibition curve with a large enough effect in the signal ratio, with a control signal flat, not every such curve was filed as active; inconclusive = small, poorly fitted or top-dose-only effect, or effect the other way, or a change in a side signal; the % refers to the signal ratio; note: potency is the fitted concentration of half-maximal effect; % is set by controls: 0 for no effect and ±100 for the full control effect
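S3 HeLa stable clones carrying a lamin A-EGFP splicing minigene plus DsRed2 were seeded at 600 cells/well in Opti-MEM with 2% FBS, pin-dosed and incubated 48 h at 37°C. Acumen cytometry (488 nm) gave the GFP/RFP total-intensity ratio.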
Epigenetic reg = epigenetic control regulation, reporter derepression. murine LDR cells, GFP reporter derepression, 30 h. Potency, µM (doses to about 53.9 µM), inactives show top-dose GFP activation, most hits filed as activators. actives 0.2% (n = 280,000). AID 1865; note: potency is the fitted concentration of half-maximal effect; % of control where 0% means no effect; nearly all actives have a fitted effect of over 60% in size
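Murine LDR cells bearing a silenced CMV-driven GFP reporter were exposed to compound for 30 h at 37 C. After PBS washes, GFP-positive cells (20-120 um objects) counted by laser-scanning microplate cytometry.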
Luc counter = blocks Kinase-Glo luciferase, a counter-screen artifact | actives 0.28% (n = 200,000) | Potency, µM (highest dose often 38.3 µM), for inactives: at the highest dose activity change, negative = inhibition, hits mostly inhibitors | Kinase-Glo luciferase, ATP luminescence, 8 min | Q27757; note: potency is the fitted concentration of half-maximal effect; % is set by controls: 0 for no effect and ±100 for the full control effect; nearly all actives have a fitted effect of over 60% in size
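Luminescence was the read-out, taken after 8-minute incubation at ambient temperature. Luciferase turned over luciferin with 10 uM ATP in imidazole pH 7.2 buffer containing KCl, MgCl2, Tween 20 and BSA.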
GLA spleen mod = alpha-galactosidase A (human) modulation; P06280; human spleen homogenate, 4MU-alpha-Gal fluorescence, 40 min; Potency, µM (top dose mostly 80 µM), for the others: at the top dose activity change, negative = inhibition, most hits filed as inhibitors; actives 0.008% (n = 240,000); AID 2107;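 note: potency is the fitted concentration of half-maximal effect; 0% = enzyme with vehicle and -100% = no enzyme basal signal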
Target sequence (P06280 32-429 limits assumed): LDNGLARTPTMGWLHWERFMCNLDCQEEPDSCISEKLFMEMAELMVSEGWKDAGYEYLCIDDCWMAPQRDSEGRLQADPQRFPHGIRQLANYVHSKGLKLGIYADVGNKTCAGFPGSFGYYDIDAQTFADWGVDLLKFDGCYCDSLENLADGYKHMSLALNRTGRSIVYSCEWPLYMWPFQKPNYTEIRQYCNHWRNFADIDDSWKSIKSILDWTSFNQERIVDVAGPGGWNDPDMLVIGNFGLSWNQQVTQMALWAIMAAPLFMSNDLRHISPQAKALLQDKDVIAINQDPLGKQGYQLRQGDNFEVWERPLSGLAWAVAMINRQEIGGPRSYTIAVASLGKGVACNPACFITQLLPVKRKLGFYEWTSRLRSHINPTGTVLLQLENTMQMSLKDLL
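Inhibition or activation of alpha-galactosidase in human spleen homogenate is scored by 4-MU fluorescence after 40 min at 37C, pH 5.0, with 1 mM substrate. AC50s come from concentration-response fitted to the Hill equation.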
CBFb-RUNX1 inh = CBF-beta/RUNX1 interaction disruption. AlphaScreen CBFb-His/RUNX1-biotin binding, biochemical. Potency, µM (doses to about 59.8 µM), without a hit: at the highest dose activity, negative = inhibition, usual class: inhibitors. 230,000 tested, under 10 active; note: % of control where 0% means no effect
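His-tagged CBF-beta and biotinylated RUNX1 (30 nM each) were premixed 20 min at room temperature, exposed to compound for 15 min, then given nickel-chelate and streptavidin AlphaScreen beads (50 ng each). After 90 min, AlphaScreen signal was read.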
IMPase Li inh = cell-permeable IMPase inhibitors with lithium potentiation. CHO-M1 cells, IP1 TR-FRET (IP-One), carbachol + lithium. Potency, µM (series often up to 59.4 µM), for the others: top-dose activity, negative = IMPase inhibition, usual class: inhibitors. actives 0.35% (n = 210,000). AID 1457;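 note: IP1 builds up when IMPase is blocked and the TR-FRET signal falls; potency is the fitted concentration of half-maximal effect; plate controls were basal vehicle for no effect and high inhibitor control for full effect; nearly all actives have a fitted effect of over 50% in size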
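CHO cells stably expressing M1 receptor (2000/well) were cultured 16–30 h, then exposed to compounds with a small lithium addition for 30 min at 37C. IP1 was measured by TR-FRET competition; AC50 from Hill fits.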
* = called active by the depositor; ? = inconclusive; / = not tested or not shown; & = joins results of further samples; [ ] = dose if it differs, or a comment. Unless noted, calls come from the whole dose curve; as a rule, active = well fitted curve in the direction sought with a large enough effect; inconclusive = small, poorly fitted or top-dose-only effect, or another doubt; inactive = no such curve, though single readings can be large; an effect the other way counts as inactive or inconclusive. This is a subset, so the mix of outcomes need not match the whole.

SMILES | NPSR antagonist | Lamin A splicing | Epigenetic reg | Luc counter | GLA spleen mod | CBFb-RUNX1 inh | IMPase Li inh
CN1CCN(C(N)=NC(=O)c2ccccc2)CC1 | 6.3% | -11.4% | 0.1% | 3.3% | 3.5% | -1.5% | -1.7%
C/C(=N\NC(=O)COc1ccc(C(C)(C)C)cc1)c1ccc(N2CCOCC2)cc1 | -35.2% | 8.4% | 0.0% | 2.1% | -1.7% | -0.3% | 3.5%
COc1ccc(Cc2nnc(NC(=O)CSc3ccc(Cl)cc3)s2)cc1OC | 18.2% | 0.1% | 0.0% | 1.5% | 3.5% | 2.5% | -0.6%
Cc1ccc(C)c(NC(=S)NNC(=O)c2ccc(Br)o2)c1 | -8.4%[46.1 µM] | 6.4% | -1.3% | -2.8% | -2.5% | -0.9% | 6.9%[38.3 µM]
Nc1[nH]ncc1-c1ccc(Cl)cc1 | 12.1% | / | -1.1% | -0.7% | 14.9% | -7.8% | -8.7%
COc1cc(C(=S)N2CCOCC2)ccc1OS(=O)(=O)c1ccc(NC(C)=O)cc1 | 29.3% | ? | 0.0% | -2.0% | 3.1% | -5.1% | 5.3%
Cc1ccc(CC2S/C(=C(/C#N)C(=O)N3CCOCC3)N(c3ccccc3)C2=O)cc1 (configuration not stated) | 6.0% | -0.1% | 2.0% | 0.5% | -9.0% | -3.6% | -6.3%
CC1CCCCC12NC(=O)N(CC(=O)NCCc1ccccn1)C2=O (configuration not stated) | -6.6%[46.1 µM] | 5.6% | 0.9% | / | -0.7% | 4.0% | /
Nc1ccccc1SCc1csc(-c2ccc(Cl)cc2)n1 | 19.6% | / | 0.5% | -1.0%[7.66 µM] | 4.5% | -3.3% | -9.5%
O=C(C[n+]1ccc(CCSc2ccc(F)cc2)cc1)c1ccccc1 | -25.6% | -25.3%[46 µM] | -6.7% | -0.9% | 7.5% | -14.8% | 29.9%
CCOc1ccc2nc(NC(=O)c3cccnc3)sc2c1 | 8.0% | 13.0% | -0.6% | -13.4% | 8.5% | 3.3% | -5.1%
CC(C)c1noc2ncc(C(=O)c3cc(Cl)cc(Cl)c3O)cc12 | -9.9%[46.1 µM] | ? | 1.0% | -2.3% | -2.0% | -5.4% | 26.1%[38.3 µM]
COc1ccccc1N(CC(=O)NCCc1ccccc1)S(C)(=O)=O | -5.5%[46.1 µM] | -1.1% | -4.3% | -1.7% | -10.7% | 3.9% | /
COC(=O)NC(=S)Nc1ccc(Oc2ccc(Cl)cc2Cl)c(Cl)c1 | -40.4% | -5.0% | -0.1% | -1.9% | 5.7% | 0.2% | 17.4%
COC(=O)c1ccccc1NC(=O)Cn1c(=O)n(CCC(=O)NC2CCN(Cc3ccccc3)CC2)c(=O)c2ccccc21 | -17.7% | / | 0.2% | / | -0.8% | 10.7% | /
Cc1ccc(-c2nc(NC(=O)c3ccc(S(=O)(=O)N(CCC#N)CCC#N)cc3)sc2-c2ccccc2)cc1 | -16.4% | -0.5% | -2.0% | -1.4% | 6.0% | -2.9% | 1.6%
CCOC(=O)c1c(C)[nH]c(C(=O)COC(=O)c2cn(CC)c3nc(C)ccc3c2=O)c1C | 5.5%[46.1 µM] | 11.0% | 0.7% | -1.3% | 3.0% | 2.2% | -17.3%[38.3 µM]
COc1cccc(Cc2n[nH]c(=S)n2Cc2ccco2)c1 | ? | / | 0.0% | / | 4.5% | 3.7% | /
CCNc1ncc2nc(-c3cccs3)c(=O)n(CCc3ccccc3)c2n1 | / | ? | / | / | 12.8% | / | ?
O=C(CN1CCC(O)(c2ccc3c(c2)OCO3)CC1)NC1CCCCC1 | 10.5% | / | 1.8% | -0.5% | 0.0% | -0.7% | 11.3%
CC(NC(=O)Cc1ccc(F)cc1)c1ccc(F)cc1 (configuration not stated) | -18.8% | 2.8% | -1.0% | 3.1% | -1.8% | -0.3% | 0.4%
CCOc1ccc(C(=O)Nc2cc(C)ccn2)cc1 | 3.9% | / | 2.3% | 12.6µM* | -3.9% | 1.4% | 11.8%
Cn1c(Cn2c(=O)sc3ccccc32)nnc1SCC(=O)NCc1ccccc1 | -1.2%[46.1 µM] | -1.8% | -1.0% | -0.5% | 21.2% | 4.7% | -1.9%
COC(=O)Sc1nnc(-c2ccc(Br)cc2)o1 | -16.7%[46.1 µM] | -8.2% | 0.0% | -0.6% | 6.1% | 1.3% | 10µM*
CCN(CC)c1ccc(NC(=O)Cn2ncc3c(C)n(Cc4ccccc4F)c(C)c3c2=O)c(C)c1 | 3.4%[46.1 µM] | 6.4% | -2.9%&1.3% | 3.4% | 1.5% | 1.0% | -4.2%
CNc1oc(-c2ccccc2Cl)nc1P(=O)(c1ccccc1)c1ccccc1 | ? | 2.7% | -0.9% | -7.9% | -4.2% | 0.2% | 11.0%
COc1ccc(C2COC(=O)C2=N)c(NC(=O)c2ccc(Cl)cc2)c1 (configuration not stated) | 4.3% | -16.6% | 3.0% | -3.1% | 1.1% | 17.3% | -8.8%
CC(C)C1NC(=O)[C@H](CCCCN)NC(=O)[C@@H](Cc2c[nH]c3ccccc23)NC(=O)[C@H](Cc2ccc(O)cc2)NC(=O)[C@H](C)N(C)C(=O)[C@H](Cc2ccccc2)NC1=O (some centres not stated) | -6.4%[46.1 µM] | -13.6% | -0.2% | -1.8% | 0.1% | 0.9% | 12.2%

An excerpt from above with just NPSR antagonist, Luc counter and CBFb-RUNX1 inh.
smiles,NPSR antagonist,Luc counter,CBFb-RUNX1 inh
COC(=O)Sc1nnc(-c2ccc(Br)cc2)o1,-16.7%[46.1 µM],-0.6%,1.3%
CCN(CC)c1ccc(NC(=O)Cn2ncc3c(C)n(Cc4ccccc4F)c(C)c3c2=O)c(C)c1,3.4%[46.1 µM],3.4%,1.0%
CNc1oc(-c2ccccc2Cl)nc1P(=O)(c1ccccc1)c1ccccc1,?,-7.9%,0.2%

Among those listed so far, two contain a furan ring, fused or not.
SMILES | NPSR antagonist | Lamin A splicing | Epigenetic reg | Luc counter | GLA spleen mod | CBFb-RUNX1 inh | IMPase Li inh
Cc1ccc(C)c(NC(=S)NNC(=O)c2ccc(Br)o2)c1 | -8.4%[46.1 µM] | 6.4% | -1.3% | -2.8% | -2.5% | -0.9% | 6.9%[38.3 µM]
COc1cccc(Cc2n[nH]c(=S)n2Cc2ccco2)c1 | ? | / | 0.0% | / | 4.5% | 3.7% | /
